PKM2 activator – qHTS Assay for Activators of Human Muscle isoform 2 Pyruvate Kinase; Pyruvate kinase PKM (Homo sapiens), P14618; purified PKM2, Kinase-Glo ATP luminescence, activation; response scale: 0% is enzyme alone, no compound; Potency, µM (doses to about 57.5 µM), for the others: at the highest dose activation, most hits filed as activators; actives 0.34% (n = 260,000); note: potency is the fitted concentration of half-maximal effect; % is set by controls: 0 for no effect and ±100 for the full control effect; nearly all actives have a fitted effect of over 55% in size
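Purified hPK-M2 (>95% pure) converted ADP (0.1 mM final) to ATP with 0.5 mM PEP in 50 mM imidazole pH7.2, KCl, MgCl2, Tween 20, BSA; 1 h at room temperature. ATP detected by Kinase-Glo luminescence.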
Coupling enz – qHTS Assay for Inhibitors of Fructose-1,6-bisphosphate Aldolase from Giardia Lamblia: Coupling assay counterscreen; coupling enzyme system counterscreen, AmpLite Red fluorescence; activity change, negative = inhibition, % at 58.2 µM, hits read low; actives 0.67% (n = 290,000); AID 2472, 2010; in the data active = activity change below about -30%; note: % is set by controls: 0 for no effect and ±100 for the full control effect
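Counterscreen lacking aldolase: glyceraldehyde-3-phosphate coupling-enzyme reagent preincubated 10 min at RT with compound (at 57.5 uM final), then substrate/coupling system with AmpLite Red added; fluorescence read at 525/598 nm after 20 min RT.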
PTAP TSG101 blk – qHTS Assay for Iinhibitors of HIV-1 Budding by Blocking the Interaction of PTAP/TSG101; Fluorescence polarization, FITC-PTAP peptide / Tsg101 binding; Tumor susceptibility gene 101 protein (Homo sapiens), Q99816; AID 493005, 2010; 340,000 tested, under 10 active; Potency, µM (series often up to 115 µM), for inactives: at the highest dose activity change, negative = inhibition, usual class: inhibitors; active = well fitted inhibition curve with a large enough effect in the main read-out, with a control signal flat, not every such curve was filed as active; inconclusive = small, poorly fitted or top-dose-only effect, or effect the other way, or a change in a side signal; inactive = no such curve, though single readings can be large or run the other way; note: potency is the fitted concentration of half-maximal effect; % of control where 0% means no effect
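Fluorescence polarization binding of Tsg101 binding domain (10 uM final) to FITC-labeled PTAP peptide (50 nM final) in HEPES pH 7.5 buffer with NaCl, Tween 20, EDTA, TCEP. Compounds added before peptide; binding 20 min at RT.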
Integrin act MD – qHTS for Activators of Integrin-Mediated Alleviation for Muscular Dystrophy; alpha7betagal myoblasts, beta-gal FDG fluorescence, 48 h; Potency, µM (titrated, usually from 38.3 µM), inactives show at the top dose activation, usual class: activators; actives 0.064% (n = 350,000);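 note: potency is the fitted concentration of half-maximal effect; 100% = response of the positive control SU9516; nearly all actives have a fitted effect of over 60% in size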
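Alpha7betagal+/- myoblasts (passage 13) were plated 16-24 hr, then exposed to compounds (1:260 dilution of DMSO stock) for 48 hours at 37C. After MPER lysis, β-galactosidase reporter activity was read as FDG fluorescence (ex 480/em 540) after 30 minutes.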
B2AR arrestin – qHTS assay of beta-arrestin-biased ligands of beta2-adrenergic receptor; Potency, µM (highest dose often 46.1 µM), for inactives: at the highest dose activation, actives largely listed as activators; AID 492947, 2010; actives 0.02% (n = 330,000); Beta-2 adrenergic receptor (Homo sapiens), P07550; beta-arrestin recruitment to beta2AR, cell-based reporter;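 note: potency is the fitted concentration of half-maximal effect; 0% = DMSO controls and full agonism = EC100 isoproterenol or metaproterenol; nearly all actives have a fitted effect of over 65% in size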
Tb PFK block – qHTS Assay to Find Inhibitors of T. brucei phosphofructokinase | ATP-dependent 6-phosphofructokinase (Trypanosoma brucei brucei), O15648 | T. brucei PFK, ADP-Glo luminescence | Potency, µM (titrated, usually from 57.5 µM), without a hit: top-dose activity, negative = inhibition, actives largely listed as inhibitors | actives 0.17% (n = 330,000);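 note: potency is the fitted concentration of half-maximal effect; 0% = uninhibited 1x PFK enzyme wells and -100% = no-enzyme wells; nearly all actives have a fitted effect of over 60% in size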
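Luminescent ADP detection (ADP-Glo, two-step: ATP depletion then ADP-to-ATP conversion for luciferase) reported PFK activity after 45 min room-temperature reaction of 1.25 nM enzyme with 0.5 mM F6P and 0.1 mM ATP at pH 8.0.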
Menin-MLL TR inh – qHTS Assay for Inhibitors Targeting the Menin-MLL Interaction in MLL Related Leukemias: Competition With Texas Red Labeled MLL-derived Mutant Peptide | actives 0.23% (n = 270,000) | AID 1768, 2009 | Menin + Texas Red MLL mutant peptide, fluorescence polarization | Potency, µM (top dose mostly 61.6 µM), inactives show at the highest dose FP activity change, negative = inhibition, actives largely listed as inhibitors | O00255; active = well fitted inhibition curve with a large enough effect in the polarisation, with a control signal flat, not every such curve was filed as active; inconclusive = small, poorly fitted or top-dose-only effect, or effect the other way, or a change in a side signal; inactive = no such curve, though single readings can be large or run the other way; the % refers to the polarisation; note: potency is the fitted concentration of half-maximal effect; % of control where 0% means no effect; many of its hits are not listed in these tables
Target sequence (O00255 whole entry, looked up): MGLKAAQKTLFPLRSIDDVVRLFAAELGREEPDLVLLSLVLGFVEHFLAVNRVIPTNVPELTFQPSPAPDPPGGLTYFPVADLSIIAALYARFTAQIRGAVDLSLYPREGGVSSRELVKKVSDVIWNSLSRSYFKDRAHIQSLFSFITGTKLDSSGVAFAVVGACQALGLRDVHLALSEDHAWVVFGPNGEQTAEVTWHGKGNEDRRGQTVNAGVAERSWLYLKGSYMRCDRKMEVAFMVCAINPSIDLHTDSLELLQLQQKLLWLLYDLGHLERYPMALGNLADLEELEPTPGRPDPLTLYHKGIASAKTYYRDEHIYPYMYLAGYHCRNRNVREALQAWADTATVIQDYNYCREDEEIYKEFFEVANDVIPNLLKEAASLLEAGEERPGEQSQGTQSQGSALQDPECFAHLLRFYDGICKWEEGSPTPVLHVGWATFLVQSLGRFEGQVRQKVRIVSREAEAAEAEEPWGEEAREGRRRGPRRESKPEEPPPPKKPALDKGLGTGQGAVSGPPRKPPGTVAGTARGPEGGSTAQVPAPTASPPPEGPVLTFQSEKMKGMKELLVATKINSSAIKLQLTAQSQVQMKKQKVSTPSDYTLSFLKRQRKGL
Giardia kill – Small Molecules that selectively kill Giardia lamblia: qHTS | Giardia lamblia trophozoite viability | activity change, % at 7.66 µM, hits read low | actives 0.15% (n = 340,000); in the data active = activity change below about -80%; inconclusive = between about -30% and that limit;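 note: parasites exposed to compound for two days anaerobically before the ATP read; % is set by controls: 0 for no effect and ±100 for the full control effect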
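Anaerobic 48 hrs incubation at 37 deg C of 100 trophozoites/well with test compounds; ATPLite 1-Step luminescence, 15-30 min RT, reports cellular ATP as viability.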
S-ASM inh – Inhibitors of Secretory Acid Sphingomyelinase (S-ASM): qHTS; Sphingomyelin phosphodiesterase (Homo sapiens), P17405; placental ASM, HMU-PC fluorogenic substrate, 60 min; Potency, µM (highest dose often 57.5 µM), without a hit: at the highest dose activity change, negative = inhibition, most hits filed as inhibitors; actives 0.006% (n = 340,000); AID 504937, 2011; note: potency is the fitted concentration of half-maximal effect
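qHTS format. ASM enzyme prepared from human placenta hydrolyses the fluorogenic substrate HMU-PC0 (9 uM final) over 60 min at 37 °C after a 10 min compound preincubation.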
GALK inhibitor – qHTS Assay for Inhibitors of Human Galactokinase (GALK). Potency, µM (series often up to 57.5 µM), without a hit: at the highest dose activity change, negative = inhibition, actives largely listed as inhibitors. AID 1868, 2009. Purified GALK, Kinase-Glo residual ATP luminescence. actives 0.007% (n = 270,000). P51570; note: potency is the fitted concentration of half-maximal effect; % is set by controls: 0 for no effect and ±100 for the full control effect
Target sequence (P51570 whole entry, looked up): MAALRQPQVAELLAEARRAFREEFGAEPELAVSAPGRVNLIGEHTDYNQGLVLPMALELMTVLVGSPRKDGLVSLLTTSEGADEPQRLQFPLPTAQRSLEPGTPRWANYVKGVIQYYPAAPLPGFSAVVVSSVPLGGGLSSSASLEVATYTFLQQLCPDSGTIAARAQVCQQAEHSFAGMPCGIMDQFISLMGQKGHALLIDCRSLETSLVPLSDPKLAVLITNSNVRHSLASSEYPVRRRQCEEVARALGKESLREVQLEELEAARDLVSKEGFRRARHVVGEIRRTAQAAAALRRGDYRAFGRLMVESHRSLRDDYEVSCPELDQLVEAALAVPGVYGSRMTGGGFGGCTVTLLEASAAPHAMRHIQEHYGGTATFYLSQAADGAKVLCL
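Luminescence from leftover ATP (Ultra-Glo luciferase/luciferin) served as read-out after a 1 h room-temperature reaction of 5 nM GALK with 35 uM ATP and 100 uM galactose.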
Chronic BCR inh – qHTS Assay to Find Inhibitors of Chronic Active B-Cell Receptor Signaling; ABC-DLBCL IkBa-CBG/CBR reporter, luminescence ratio, 4 h; AID 493014, 2011; actives 0.05% (n = 340,000); Potency, µM (top dose mostly 46.1 µM), inactives show at the highest dose ratio change, negative = lower green/red ratio, most hits filed as inhibitors; active = well fitted inhibition curve with a large enough effect in the signal ratio, with a control signal flat, not every such curve was filed as active; inconclusive = small, poorly fitted or top-dose-only effect, or effect the other way, or a change in a side signal; the % refers to the signal ratio;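 note: potency is the fitted concentration of half-maximal effect; plate controls were basal doxycycline-induced cells for no effect and cells given 10 µM MG132 for full effect; MG132 reads +100%, hits lower the ratio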
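TMD8 human ABC-DLBCL cells with doxycycline-inducible IκBα–green luciferase fusion and unfused red luciferase, in 0.5% FBS medium; compounds up to 46 uM, 4 h at 37C. Green/red luminescence ratio, filter-overlap corrected, fitted to concentration-response curves.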
* = called active by the depositor; i = inactive; u = inconclusive; x = no result given; [ ] = remark or other dose. Unless noted, calls come from the whole dose curve; as a rule, active = well fitted curve in the direction sought with a large enough effect; inconclusive = small, poorly fitted or top-dose-only effect, or another doubt; inactive = no such curve, though single readings can be large; an effect the other way counts as inactive or inconclusive. Not all compounds are listed (hit frequency here may not be typical).

SMILES	PKM2 activator	Coupling enz	PTAP TSG101 blk	Integrin act MD	B2AR arrestin	Tb PFK block	Menin-MLL TR inh	Giardia kill	S-ASM inh	GALK inhibitor	Chronic BCR inh
Cc1ccc(Cc2nnc(SCC(=O)Nc3ccccc3)[nH]c2=O)cc1	x	x	0%	28%	0.2%	0%	x	-1	-1%	x	1%
O=C(c1cc(COc2c(F)cccc2F)on1)N1CCSCC1	0%	3	-3%	4%	0.4%	5%	x	13	1%	-2%	u
O=C1NC2(CCCC2)C(=O)N1CC(=O)N(Cc1ccccc1)c1ccccc1	x	x	-5%	-7%	-0.4%	1%	x	-23	6%	x	-4%
CCc1nc(N2CCC3(CC2)OCCO3)c2nnn(Cc3ccccc3)c2n1	x	0	-3%	-8%	-0.1%	5%	-8%	5	-3%	9%	-17%
CCOc1ccc(OCCSc2nnnn2-c2ccccc2)cc1	1%	0	-5%	0%	-0.1%	1%	12%	10	-7%	-2%	u
Cc1ccc(-n2ccc(-c3nn(-c4ccccc4)ccc3=O)n2)cc1	-1%	-8	-1%	13%	-0.1%	0%	-2%	4	-3%	3%	u
COc1ccc(N(C(C)=O)C2C=CS(=O)(=O)C2)c(OC)c1 (stereo unspecified)	-16%	0	-1%	-14%	-0.8%	-1%	-4%	-3	1%	5%	16%
CCCCn1c(O)c(N=NC(=O)c2ccco2)c2ccccc21	-4%	-5	-7%	-19%	-1.8%	3%	-11%	11	-10%	1%	3%
CC(=O)Nc1ccc(C)c(NS(=O)(=O)c2cccc(C(F)(F)F)c2)c1	-1%	4	-2%	13%	0.3%	1%	x	12	-4%	x	3%
CCc1nn2c(=O)cc(CSCC(=O)Nc3ccccc3F)nc2s1	x	x	1%	13%	-0.6%	1%	x	-23	3%	2%	-3%
CC(=O)c1ccc(NC(=O)C2CCC(C)(C(=O)O)C2(C)C)cc1 (stereo unspecified)	0%	6	-2%	7%	-1.7%	0%	-25%	-17	0%	0%	17%
C=CCN1C(=O)/C(=C\c2cccs2)C(C(=O)OC)=C1C	6%	4	-10%	0%	-0.2%	-4%	-8%	-22	-15%	0%	13%
COc1ccc(S(=O)(=O)N(Cc2ccccc2)Cc2nc3ccccc3c(=O)[nH]2)cc1	0%	2	-1%	0%	-0.3%	-5%	-6%	-4	-4%	13%	-1%
CCn1c(=O)cc(OCC(=O)N2CCc3ccccc32)c2ccccc21	0%	-2	-8%	0%	0.2%	7%	3%	-16	0%	-1%	0%
Cc1ccc(C)c(C(=O)COC(=O)C2CCN(c3ccc(C(F)(F)F)cn3)CC2)c1	x	x	-2%	-8%	-0.4%	1%	x	-4	-2%	x	2%
O=C(CCN1CCN(Cc2ccccc2)CC1)NNC(=O)Nc1cccc([N+](=O)[O-])c1	-7%	x	-3%	0%	0.4%	0%	x	-6	2%	-2%	5%
Cc1ccc(NC(=O)N2CCN(S(=O)(=O)c3ccccc3)CC2)cc1	-2%	1	-1%	4%	0.1%	3%	4%	3	1%	0%	2%
CC(C)OC(=O)c1sc2nc3c(cc2c1N)C(=O)CCC3	6%	-2	-5%	20%	-0.1%	-3%	11%	-2	-2%	4%	4%
O=C(c1ccccc1)C1CCN(C(=O)C2CCC(=O)N(Cc3cccc(F)c3)C2)CC1 (stereo unspecified)	6%	-1	0%	-17%	-0.1%	1%	-5%	28	3%	x	18%
O=C1COc2ccc(S(=O)(=O)N3CCC(C(=O)NCc4ccc(F)cc4)CC3)cc2N1	x	x	-3%	-3%	-0.7%	-11%	x	9	0%	-5%	1%
O=C(CCc1ccc(S(=O)(=O)NCCc2ccccc2)cc1)NCc1ccc2c(c1)OCO2	1%	0	-2%	13%	-0.1%	-6%	0%	7	0%	-1%	14%
CCN1CCN(c2cc(C)c3cc(NC(=S)N4CCCC(C)C4)ccc3n2)CC1 (stereo unspecified)	2%	-3	-7%	-68%[inhibitor]	0.2%	-1%	-15%	-23	147%[activator]	-1%	u
C/C(=N/NC(=O)c1ccoc1C)C12CC3CC(CC(C3)C1)C2	-6%	1	0%	-12%	-0.2%	-6%	-9%	2	0%	1%	u
CCOC(=O)C1=CN(Cc2ccc(OC)cc2)C=C(C(=O)OCC)C1c1cccs1	2%	-2	2%	-8%	4.3%	-1%	-20%	u	i	7%	0%
O=C(COc1ccc(Br)cc1)Nc1ccccc1C(=O)N1CCOCC1	-11%	3	x	24%	3.3%	-3%	11%	-18	-1%	5%	4%
CC(=O)N(c1ccc2oc(=O)sc2c1)S(=O)(=O)c1cccc2cccnc12	x	1	0%	-15%	0.0%	15%	x	4	-3%	0%	-12%
O=C(NCc1ccncc1)C(=O)N/N=C/c1ccccn1	-3%	-2	-6%	12%	-0.6%	-21%	-7%	0	0%	-2%	-1%
CCc1cc2c(SCC(=O)N3CC(=O)Nc4ccccc43)ncnc2s1	u	3	-5%	-16%	-0.1%	0%	-3%	-5	-1%	1%	u
C#CCN1C(=O)S/C(=C\c2ccc(-c3ccc(Cl)c(C(=O)O)c3)o2)C1=O	4%	9	0%	22%	-0.5%	-1%	38%[activator]	6	13%	-5%	3%
OC(CN1C2=NCCCN2c2ccccc21)c1ccc(Cl)cc1 (stereo unspecified)	-7%	2	-7%	24%	-0.3%	0%	5%[11.7 µM]	7	0%	2%	-4%
O=C(O)C1CCCN(S(=O)(=O)Cc2ccccc2)C1 (stereo unspecified)	x	3	-8%	15%	-0.7%	-2%	10%	-2	3%	4%	u
O=C(CCCCCN1C(=O)C2C3C=CC(C3)C2C1=O)Nc1nccs1 (stereo unspecified)	1%	1	-4%	-32%	0.2%	0%	4%	0	0%	2%	3%
CN(C)C(=O)C1C2NC(=S)N(c3ccccc3)C1(C)Oc1ccccc12 (stereo unspecified)	-6%	0	-1%	-4%	0.1%	-1%	-8%	5	0%	-4%	7%
COCCN1Cc2cccc(C(=O)Nc3ccc(S(=O)(=O)N4CCCCC4)cc3)c2C1=O	-13%	-1	2%	9%	-0.7%	-3%	x	-8	-6%	1%	-5%
O=C(COC(=O)C1CC1)Nc1ccc(Cl)cn1	x	x	-5%	-3%	-0.1%	-1%	x	-8	0%	x	4%
COc1ccc(N2CCN(C(=O)CCCC3=NS(=O)(=O)c4ccccc4N3)CC2)cc1	15%	-6	-9%	14%	0.3%	-1%	-28%	8	1%	1%	4%
CN(C)c1ccc(/C=C/c2nnnn2-c2ccccc2)cc1	-2%	-4	-2%	-12%	-0.1%	-2%	5%	-1	271%[activator]	0%	u
O=C(NCCCO)c1cc2ccccc2[nH]1	0%	0	-1%	12%	-0.1%	-2%	1%	28	3%	0%	0%
Cc1onc(-c2ccccc2)c1C(=O)N(CC(C)C)c1c(N)n(CC(C)C)c(=O)[nH]c1=O	x	x	-7%	-12%	-0.5%	2%	x	-13	6%	x	3%
O=C1OC[C@H]2CCCN2C(=O)[C@@H](CC(=O)N(CCO)Cc2ccccc2)C/C=C\CC[C@H]1Cc1ccc(F)cc1	x	x	-6%	20%	0.2%	-2%	x	9	0%	x	-5%
CCN1CCCC1Cn1cnc2c([nH]c3ccc(Cl)cc32)c1=O (stereo unspecified)	0%	2	-2%	-42%	-0.4%	3%	1%	-8	-2%	3%	u
CCOC(=O)C1CCCN(C2=NC(=O)/C(=C/c3ccc(O)c(OC)c3)S2)C1 (stereo unspecified)	x	0	-2%	-1%	-1.0%	-3%	-19%	u	-7%	3%	u
Clc1ccccc1-c1nnc2n1-c1ccccc1SC2	-6%	-7	-3%	37%	12%	1%	x	-10	1%	0%	-1%

Source: PubChem
